Bioassay records deposited in PubChem by National Center for Advancing Translational Sciences (NCATS).
PLK1 PBD block: PLK1 (human) polo-box domain binding inhibition; Plk1 PBD binding of FITC phosphopeptide, fluorescence polarization; Potency, µM, inactives show max response, negative = inhibition, usual class: inhibitors; P53350; hit rate 2.8% among 360,000; AID 720504; also: potency is read from the fitted curve at half-maximal effect; series mostly up to about 57 µM; % is scaled to controls: 0 for no effect and ±100 for the full control effect; nearly all actives have a fitted effect of over 65% in size
Target sequence (P53350 whole entry, looked up, the tested form may be a part): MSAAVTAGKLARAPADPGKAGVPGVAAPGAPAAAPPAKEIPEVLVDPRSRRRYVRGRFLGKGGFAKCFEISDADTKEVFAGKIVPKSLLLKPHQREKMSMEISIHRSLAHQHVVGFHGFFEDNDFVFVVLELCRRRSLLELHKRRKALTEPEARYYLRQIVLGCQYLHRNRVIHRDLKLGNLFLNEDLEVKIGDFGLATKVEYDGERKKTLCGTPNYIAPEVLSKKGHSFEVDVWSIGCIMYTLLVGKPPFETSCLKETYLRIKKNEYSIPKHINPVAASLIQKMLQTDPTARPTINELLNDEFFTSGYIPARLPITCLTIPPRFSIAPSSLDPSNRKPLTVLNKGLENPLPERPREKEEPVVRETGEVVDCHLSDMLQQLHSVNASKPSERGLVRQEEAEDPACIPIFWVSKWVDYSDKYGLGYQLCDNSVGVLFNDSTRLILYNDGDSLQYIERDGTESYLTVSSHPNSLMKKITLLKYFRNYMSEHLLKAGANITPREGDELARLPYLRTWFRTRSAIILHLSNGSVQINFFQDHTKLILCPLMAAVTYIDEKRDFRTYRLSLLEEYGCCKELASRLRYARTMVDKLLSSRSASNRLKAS
IL2 activator: activates IL-2 in a cell-based reporter assay; IL-2 activation reporter assay, cell-based qHTS; stimulated with anti-CD3/CD4/CD28 beads; in transgenic mouse T cells; activation, % (series mostly up to about 46 µM); hit rate 0.065% among 360,000; in the data active = activation above about 50%; inconclusive = mostly about 30% to 49%; also: 0% is about no effect
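Unstimulated transgenic mouse T cells, 750 per well, received compound and, after 60 minutes, anti-CD3/anti-CD4 bead plus anti-CD28 stimulation. EGFP and DsRed were quantified after 18 hours.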
WRN helicase inh: WRN helicase (human) inhibition. WRN helicase unwinding, fluorescent forked duplex, kinetic. Potency, µM (highest dose often 114 µM), for the others: at the highest dose activity change, negative = inhibition, actives largely listed as inhibitors. hit rate 0.46% among 360,000. Q14191; also: potency is read from the fitted curve at half-maximal effect; % is scaled to controls: 0 for no effect and ±100 for the full control effect; nearly all actives have a fitted effect of over 55% in size
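WRN at 20 nM final was preincubated with compound for 15 min at room temperature; reaction started with 100 nM forked duplex oligonucleotide carrying fluorophore and quencher plus 2 mM ATP (final). Unwinding followed kinetically by red fluorescence (ex 525/em 598 nm).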
PI5P4Ka inh: inhibitors of human PI5P4K alpha; P48426; PI5P4Kalpha enzyme, ADP-Glo luminescence, 60 min; active compounds read low; max response, %; hit rate 1.2% among 330,000; AID 652105; active = max response of -50% or lower; inconclusive = between -30% and -50%; inactive = -30% or higher; also: value at the top dose of about 77 µM; % is scaled to controls: 0 for no effect and ±100 for the full control effect
Target sequence (P48426 whole entry, looked up): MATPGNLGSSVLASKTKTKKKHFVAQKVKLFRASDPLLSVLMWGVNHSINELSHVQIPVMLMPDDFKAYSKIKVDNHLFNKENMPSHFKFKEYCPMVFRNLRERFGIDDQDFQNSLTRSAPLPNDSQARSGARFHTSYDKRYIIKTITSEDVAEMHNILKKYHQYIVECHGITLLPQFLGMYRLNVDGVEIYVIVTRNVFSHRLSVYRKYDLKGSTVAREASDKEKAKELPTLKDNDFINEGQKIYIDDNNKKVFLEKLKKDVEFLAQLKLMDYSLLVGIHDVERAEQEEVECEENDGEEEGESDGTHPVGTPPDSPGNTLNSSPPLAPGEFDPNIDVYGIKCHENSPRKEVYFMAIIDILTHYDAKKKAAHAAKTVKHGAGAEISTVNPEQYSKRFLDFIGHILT
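Quantitative HTS of the MLSMR library against PI5P4Kalpha with substrate. ATP added last at 5 microM final; room temperature, 60 minutes. Remaining ATP depleted, ADP converted and read as luminescence.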
EPAC1 antag: EPAC1 (human) antagonism | O95398 | EPAC1 GEF assay, Rap1b-BODIPY-GDP exchange fluorescence | Potency, µM (highest dose often 115 µM), without a hit: at the top dose activity change, negative = inhibition, actives largely listed as inhibitors | hit rate 0.14% among 360,000;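 also: potency is read from the fitted curve at half-maximal effect; plate controls were vehicle for no effect and positive control for full effect; nearly all actives have a fitted effect of over 50% in size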
CCT chaperon mod: cytosolic chaperonin activity modulation | purified chaperonin ATPase assay, HTRF ADP detection, 30 min | hit rate 0.3% among 360,000 | AID 651819 | activity change, % (test concentration not listed), hits read low; in the data active = activity change below about -30%; also: % is scaled to controls: 0 for no effect and ±100 for the full control effect
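First, chaperonin was dispensed at 40 nM or 20 nM final depending on batch activity. Next, compounds were pinned at 76 uM and ATP added at 10 uM. After 30 min at 37 °C, ADP detection reagents ran 30 min at ambient temperature.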
EPAC2 ag: agonists of human EPAC2 (RAPGEF4). EPAC2 activation, biochemical qHTS; response scale: 100% = 6.5 mM cAMP response. AID 720711. Potency, µM (highest dose often 154 µM), without a hit: at the top dose activation, actives largely listed as activators. Q8WZA2. hit rate 0.079% among 360,000; also: potency is read from the fitted curve at half-maximal effect; nearly all actives have a fitted effect of over 50% in size
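Readout is BODIPY fluorescence (480 nm excitation, 540 nm emission), which falls as labeled GDP is exchanged off Rap1B. EPAC2 at 100 nM acted on 250 nM RAP1B-BODIPY-GDP with 50 uM GDP present.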
EPAC1 agonist: agonists of human EPAC1. O95398. EPAC1 agonist qHTS, biochemical assay; response scale: 100% = response to 6.5 mM cAMP. Potency, µM (highest dose often 154 µM), for inactives: top-dose activation, usual class: activators. hit rate 0.073% among 360,000; also: potency is read from the fitted curve at half-maximal effect; nearly all actives have a fitted effect of over 60% in size
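EPAC1 100 nM, Rap1B–BODIPY-GDP 250 nM, unlabeled GDP 50 uM; compound titration; 5 min RT; kinetic read ex480/em540 at 5-min intervals ×30 min; data normalized to 6.5 mM cAMP agonist control.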
An asterisk follows results filed as active; ? = inconclusive; nt = no result given; [ ] = another dose, or the depositor's remark. Unless noted, calls follow the shape of the dose curve; as a rule, active = well fitted curve in the direction sought with a large enough effect; inconclusive = small, poorly fitted or top-dose-only effect, or another doubt; inactive = no such curve, though single readings can be large; an effect the other way counts as inactive or inconclusive. These rows are one share of the data; rates above refer to the full screens.

SMILES | PLK1 PBD block | IL2 activator | WRN helicase inh | PI5P4Ka inh | EPAC1 antag | CCT chaperon mod | EPAC2 ag | EPAC1 agonist
NC(=O)C1=C[C@@H](c2ccc(Br)cc2)C[C@@H](OCCCCO)O1 | -10.8% | -0.4 | -0.1% | ? | -21.6% | -1.2 | 0.8% | -19.5%
CCCCn1c(SCC(=O)Nc2nccs2)nc2ccccc2c1=O | -4.4% | -2.0 | -5.9% | nt | -3.5% | -3.2 | -1.9% | 0.0%
C/C(=N\N1CCN(C2c3ccccc3-c3ccccc32)CC1)c1ccncc1 | 0.8% | -0.1 | -1.9% | 4.2 | -5.0% | -2.3 | 17.6% | 3.1%
CN1C(=O)c2ccc(NC(=O)c3cccc(N4C(=O)CCC4=O)c3)cc2C1=O | -9.8% | -0.2 | 2.9% | -10.4 | 7.5% | 0.1 | -1.4% | -13.5%
COc1ccc2nc(CCN(C)C(=O)C3CCC(=O)N(Cc4cccc(F)c4)C3)[nH]c2c1 (stereo not drawn) | ? | -1.7 | 4.3% | 5.2 | 19.6% | -0.1 | 0.0% | 15.4%
CCOc1ccc(NC(=O)C(C)Oc2ccccc2C(=O)Nc2cccc(Cl)c2Cl)cc1 (stereo not drawn) | 3.0% | -0.7 | 0.2% | 32.2 | 5.0% | -0.3 | -13.2% | -1.8%
CCC1CN(C(=O)N2CCC(C(=O)NCc3ccccc3C)CC2)c2ccccc2O1 (stereo not drawn) | 2.0% | -3.1 | 5.3%[57.1 µM] | 3.1 | 9.3% | -0.5 | -1.1% | -1.1%
Cc1ccc(NC(=O)C2CCN(S(=O)(=O)c3c(C)noc3/C=C/N(C)C)CC2)cc1 | -18.8% | -2.8 | -7.2% | -7.4 | ? | -2.5 | 15.0% | 7.2%
O=C(Cc1cccc2ccccc12)NCC1CCCO1 (stereo not drawn) | -23.4% | -0.5 | 3.1% | -4.9 | 0.0% | -0.4 | -6.9% | 0.0%
COc1ccc(NC(=O)c2ccc(NC(=O)CN3CCN(c4ccc(O)cc4)CC3)cc2)cc1 | 0.4% | -0.1 | 1.4% | -23.8 | 15.0% | -4.8 | 3.6% | -11.2%
O=c1ccc(-c2ccc(S(=O)(=O)NCC3CCN(Cc4ccccc4F)CC3)s2)n[nH]1 | ? | -1.4 | -4.8% | -1.4 | -22.3% | -0.9 | 10.4% | 15.9%
O=S(=O)(c1ccccc1)N1N=C(c2ccc(O)cc2)CC1c1ccco1 (stereo not drawn) | -1.4% | -0.3 | -8.4% | 5.1 | -6.8% | 0.9 | 7.6% | -0.8%
O=C(CC1SC(N2CCCCC2)=NC1=O)Nc1ccc(C(=O)NCCc2ccc(F)cc2)cc1 (stereo not drawn) | -11.8% | -0.2 | 4.2% | 3.0 | -1.5% | -3.6 | 14.6% | 0.0%
Fc1ccc(-c2cc(C(F)(F)F)nc(N3CCCCC3)n2)cc1 | -1.8% | -2.5 | -6.1% | 16.7 | -6.8% | -0.2 | 4.6% | -12.7%
COc1ccc(NC(=O)N2CCc3ccccc3C2)c(OC)c1 | -5.7% | 0.4 | -5.3% | 1.0 | -4.2% | -3.3 | 6.0% | 5.9%
Cc1cc(C)n(C(=O)CCCn2cc([N+](=O)[O-])cn2)n1 | -10.4% | 1.6 | 8.7% | 0.8 | -6.3% | -3.4 | 12.2% | -0.8%
c1cnc(-c2nnc3n2CCCCC3)cn1 | -2.3% | -0.8 | 0.2% | nt | 6.1% | -0.7 | 0.8% | -3.1%
COc1ccc(O)c(/C=N/NC(=O)c2c(C)nnn2-c2nonc2N)c1 | -13.7% | 2.6 | ? | -10.6 | ? | -4.8 | 10.4% | 16.4%
COc1ccc(C(C)(C)C)cc1NC(=S)NCCN1CCOCC1 | 23.8µM* | 0.5 | -5.5% | 8.2 | -4.8% | 1.7 | -0.8% | -5.8%
COCCCNC(=O)c1c[nH]c2ccc(S(=O)(=O)N3CCc4ccccc43)cc2c1=O | -4.1% | -5.5 | -4.9% | 6.4 | ? | -2.4 | -4.8% | -7.6%
O=C(NCc1ccccc1F)c1ccc(S(=O)(=O)N2CCCCCC2)cc1 | -1.5% | -0.6 | -2.8% | -0.6 | -8.3% | -1.2 | 8.7% | 13.8%
COc1ccc(Cl)cc1Nc1nc(C)nc2c1oc1ccccc12 | 3.8% | -3.4 | -0.8% | -2.3 | 14.0% | -2.5 | -5.6% | 0.0%
Nc1nc(-c2cccnc2)nn1C(=O)c1ccccc1Cl | -3.3% | -1.9 | 0.2% | 3.0 | -5.9% | -0.9 | 4.2% | 7.8%
CCCCCc1ccc(CC(=O)O)cc1 | -1.0% | 0.2 | 7.8% | -3.0 | -14.4% | -0.5 | -13.2% | -12.9%
CCOc1ccccc1NC1=C(OC)C(=O)C(Nc2ccccc2OCC)=C(OC)C1=O | -0.1% | 0.5 | -2.1% | 2.1 | -3.1% | 0.3 | -2.7% | 5.8%
COc1cccc(SCc2noc(C(=O)NCCC(C)C)c2C(=O)NCCC(C)C)c1 | 1.6% | -4.3 | -8.4% | 16.2 | -26.7% | -3.0 | -12.2% | -29.2%
Cc1cccc(C(=O)OC(C)C(=O)N2CCc3ccccc3C2)c1C (stereo not drawn) | 4.1% | -2.9 | 1.6% | 4.4 | -2.3% | 0.4 | 3.8% | -4.3%
Cc1cccc(C2=NN(c3ccccc3)[C@@H](C(=O)N3CCOC3=O)[C@@H]2c2ccc(F)cc2)c1 | 5.7% | -0.2 | -11.3% | 13.2 | -14.0% | 0.2 | 2.1% | -14.9%
CCC(C)c1ccc(S(=O)(=O)N2CCN(CC(O)COCC3CCCO3)CC2)cc1 (stereo not drawn) | -5.2% | -0.6 | ? | -8.9 | 10.2% | -0.6 | 4.1% | -6.6%
COc1ccc(N2C(=O)CN(Cc3cc(OC)c(OC)c(OC)c3)C2=S)cc1 | -0.7% | -0.7 | -0.3% | 2.0 | -4.6% | 2.6 | 5.8% | -4.7%
Clc1cccc(Cl)c1Cn1cnc(=NCc2ccco2)c2[nH]cnc21 | -9.0% | 1.0 | -1.7% | nt | 6.0% | -2.4 | 11.2% | 2.4%
COc1ccc(N2C(=O)C3CCCN3C2c2ccc(C)cc2)cc1 (stereo not drawn) | 0.0% | -3.6 | -2.6% | 3.8 | -4.3% | -0.6 | 4.6% | -2.2%
Cc1ccc(C(=O)C(C)OC(=O)CN2C(=O)NC3(CCCC3)C2=O)cc1C (stereo not drawn) | -4.0% | 2.0 | 10.2% | -1.7 | -0.9% | 1.2 | 3.0% | -16.3%
O=C1CCCC/C1=C/Nc1ccc(S(=O)(=O)Nc2ncccn2)cc1 | -5.1% | 1.1 | -2.0% | -9.8 | -6.3% | 0.2 | 14.2% | 0.6%
O=C(NCCN1CCOCC1)c1cc([N+](=O)[O-])ccc1Cl | -4.2% | 1.8 | -22.3% | -4.0 | -6.5% | 2.1 | -1.4% | -1.2%
COc1ccc(CC(=O)NNc2ncnc3c2cnn3Cc2ccccc2)cc1OC | 26.7µM* | 1.6 | -30.0% | 0.3 | 4.9% | -4.0 | 6.5% | 3.8%
Oc1[nH]c2ccc(Br)cc2c1N=Nc1ccc(F)cc1 | ? | -0.3 | -1.2% | 17.2 | ? | -1.1 | -170.0%[inhibitor] | -129.4%[inhibitor]
O=C(CSc1nnc(-c2ccccc2)c(-c2ccccc2)n1)Nc1ccc(Br)cn1 | -2.3% | -0.6 | -17.6% | 2.0 | 2.2% | 0.1 | 1.2% | 11.1%
N#CCCN(CCC#N)S(=O)(=O)c1ccc(C(=O)Nc2nnc(C3=COCCO3)o2)cc1 | -8.4% | -3.1 | -10.8% | -6.5 | ? | -1.4 | -0.2% | 3.6%
CN(Cc1ccccc1)CC(O)COc1ccc(CNCCc2ccncc2)cc1 (stereo not drawn) | -8.1% | 0.4 | -4.9% | 6.0 | -11.7% | -1.2 | 0.7% | -4.2%

Single entries from the results shown:
`COc1ccc(NC(=O)N2CCc3ccccc3C2)c(OC)c1` | EPAC2 ag = 6.0%
`COc1cccc(SCc2noc(C(=O)NCCC(C)C)c2C(=O)NCCC(C)C)c1` | EPAC1 antag = -26.7%
`Cc1cccc(C(=O)OC(C)C(=O)N2CCc3ccccc3C2)c1C` (stereo not drawn) | WRN helicase inh = 1.6%
`Clc1cccc(Cl)c1Cn1cnc(=NCc2ccco2)c2[nH]cnc21` | IL2 activator = 1.0

Back to the main list, repeating the two entries before the break.
SMILES | PLK1 PBD block | IL2 activator | WRN helicase inh | PI5P4Ka inh | EPAC1 antag | CCT chaperon mod | EPAC2 ag | EPAC1 agonist
N#CCCN(CCC#N)S(=O)(=O)c1ccc(C(=O)Nc2nnc(C3=COCCO3)o2)cc1 | -8.4% | -3.1 | -10.8% | -6.5 | ? | -1.4 | -0.2% | 3.6%
CN(Cc1ccccc1)CC(O)COc1ccc(CNCCc2ccncc2)cc1 (stereo not drawn) | -8.1% | 0.4 | -4.9% | 6.0 | -11.7% | -1.2 | 0.7% | -4.2%
N#C/C(=C(/O)c1ccccc1F)c1nc2cc(C(F)(F)F)ccc2s1 | 26.7µM* | 0.8 | -13.2% | -25.7 | ? | 0.1 | -4.9% | -13.6%
CC1(C2CC2)NC(=O)N(CC(=O)N2CCN(c3ccccc3)CC2)C1=O (stereo not drawn) | -8.3% | 0.4 | -3.2% | 0.2 | -9.7% | 0.3 | 1.6% | -1.8%
CN(C)S(=O)(=O)c1ccc(Cl)c(C(=O)NC2=NCCS2)c1 | 5.4% | 3.0 | 0.0% | 3.7 | -0.5% | -1.8 | 2.1% | 19.3%
Cc1cnc(CN(C)Cc2c(C(=O)N3CCCCCCC3)nc3ccc(Cl)cn23)[nH]1 | -1.2% | -0.7 | -17.3% | 3.5 | -13.4% | -0.2 | 4.0% | 6.2%
O=C(CN1CCOCC1)Nc1nc2ccc([N+](=O)[O-])cc2s1 | -20.8% | -5.9 | -19.9% | 2.6 | ? | -4.5 | -0.6% | -3.4%
O=C(O)c1cccnc1SCC(=O)N1CCCc2ccccc21 | -17.5% | 0.3 | -5.7%[11.6 µM] | -7.4 | 5.0% | 1.7 | 15.4% | 3.1%
CCn1c(=S)[nH]c2c(c1=O)C(C)(C)Cc1ccccc1-2 | -14.7% | -0.4 | -0.3% | 0.0 | -23.6% | -1.5 | -0.7% | -1.3%
CC(C)(C)c1ccccc1NC(=O)c1ccc2c(c1)SC1=NS(=O)(=O)CCN12 | -5.8% | -4.0 | -2.1% | 2.6 | -10.0% | -1.0 | 11.0% | 2.0%
Cc1c(NC(=O)c2ccc(NS(=O)(=O)c3ccc(F)c(F)c3)cc2)c(=O)n(-c2ccccc2)n1C | 0.0% | -0.6 | 3.6% | 6.2 | -14.1% | 2.3 | 6.0% | -2.9%
COc1ccccc1NC(=O)CSCC(N)=O | ? | -1.6 | 1.6% | nt | -0.3% | 1.1 | 4.9% | 1.4%
